# GC-B act = GC-B (human) receptor activation. P20594. HEK293-GC-B cells, CNP EC30, cGMP TR-FRET; 0% at EC30 CNP, 100% saturating CNP. activation, % at 10 µM. actives 0.11% (n = 370,000). AID 1920062;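 active = activation at 10 µM reaching about 35% in either raw or pattern-adjusted values, limit read from the data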
# HTRA1 inh = blocks human HTRA1 serine peptidase | recombinant HTRA1, FP-rhodamine activity-based probe, fluorescence polarization | inhibition, % at 5.96 µM | actives 0.5% (n = 340,000) | AID 504803; in the data active = inhibition above about 36%;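 note: 0% = enzyme with DMSO and 100% = wells lacking enzyme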
# TCR CD3 inh = blocks the human TCR-CD3 interaction; TAMRA-labeled TCR probe fluorescence, biochemical; AID 651800; inhibition, % at 9.4 µM; actives 0.37% (n = 360,000); in the data active = inhibition above about 19%;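 note: recombinant mutant TCR 2C K166C tagged with TAMRA read by polarization; 0% = receptor in buffer alone and 100% = receptor with positive control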
# GC-A act = GC-A (human) enzyme activation; AID 1671463; activation, % at 10 µM; actives 0.14% (n = 370,000); HEK293 GC-A cells, cGMP TR-FRET, EC30 ANP; 0% at EC30 ANP, 100% saturating ANP; in the data active = activation above about 40%
# PRMT1 inh = blocks human protein arginine methyltransferase 1. Q99873. recombinant PRMT1, activity-based probe fluorescence polarization. inhibition, % at 2.79 µM. actives 1.3% (n = 370,000). AID 652257;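 active = inhibition above about 21% made by adding two undisclosed values, limit read from the data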
# SIAE inh = inhibitors of human sialic acid acetylesterase SIAE | SIAE FP-Rh probe binding, fluorescence polarization | AID 1053197 | inhibition, % at 9.66 µM | actives 0.69% (n = 370,000);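 active = inhibition above a cutoff: mean of compounds within the control limits plus 3 SD of those, cut at about 17% in these data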;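 note: 0% = plate median of compound wells and 100% = probe without SIAE protein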
# Target sequence (Q9HAT2 whole entry, looked up): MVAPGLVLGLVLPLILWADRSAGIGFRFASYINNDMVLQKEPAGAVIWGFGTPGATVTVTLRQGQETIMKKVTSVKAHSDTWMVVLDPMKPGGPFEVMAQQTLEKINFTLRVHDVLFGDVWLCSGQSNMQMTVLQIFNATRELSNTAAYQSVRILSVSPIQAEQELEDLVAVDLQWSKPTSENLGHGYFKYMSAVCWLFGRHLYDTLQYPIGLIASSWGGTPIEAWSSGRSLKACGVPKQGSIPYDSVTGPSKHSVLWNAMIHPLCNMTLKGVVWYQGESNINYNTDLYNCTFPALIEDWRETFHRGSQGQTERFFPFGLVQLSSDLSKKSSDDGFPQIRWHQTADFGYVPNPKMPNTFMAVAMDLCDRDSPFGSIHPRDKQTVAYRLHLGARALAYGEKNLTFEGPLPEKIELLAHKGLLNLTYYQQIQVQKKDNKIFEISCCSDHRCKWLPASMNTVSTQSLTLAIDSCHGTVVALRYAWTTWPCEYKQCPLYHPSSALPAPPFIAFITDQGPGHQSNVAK
# mABHD4 FP = inhibitors of mouse ABHD4 | Q8VD66 | purified mABHD4, FP-Rh probe fluorescence polarization | inhibition, % at 8.92 µM | actives 0.54% (n = 370,000) | AID 720543;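 active = inhibition exceeding the mean over every tested compound plus 3 SD, cut at about 30% in these data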;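 note: 0% = plate median of compound wells and 100% = S159A mutant with DMSO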
#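 Assay system: wild-type mouse ABHD4 protein; compound: single nominal dose of 8.92 µM, 0.89% DMSO final; schedule: 45 min + 60 min at 25 °C; measured by: FP readout, ex 525 nm / em 598 nm; evaluation: % inhibition of FP-Rh probe binding versus controls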
# rCAG RNA binder = binds r(CAG) RNA repeats. r(CAG) RNA repeat, TO-PRO-1 dye displacement fluorescence. inhibition, % at 3 µM. actives 1.3% (n = 370,000);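 active = inhibition above the plate cutoff, the mean of all test compounds on that plate plus 3 SD, cut at about 35% in these data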;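 note: 0% = DMSO alone and 100% = 100 µM mitoxantrone as full dye displacement; higher means more dye released from RNA so lower well fluorescence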
# UHRF1 binding = blocks human UHRF1 binding to methylated DNA; Q96T88; UHRF1 binding to methylated oligo, TR-FRET; inhibition, % at 4.4 µM; actives 0.75% (n = 370,000); in the data active = inhibition above about 21%;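 note: UHRF1 SRA domain binding a hemimethylated CpG hairpin DNA probe; 0% = median of test compound wells and 100% = reference inhibitor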
# MBD2 DNA inh = MBD2-methylated oligo binding inhibition. AID 686964. inhibition, % at 4.4 µM. Q9UBB5. TR-FRET, MBD2 binding to methylated oligonucleotide. actives 0.31% (n = 370,000); in the data active = inhibition above about 13%
# Target sequence (Q9UBB5 whole entry, looked up): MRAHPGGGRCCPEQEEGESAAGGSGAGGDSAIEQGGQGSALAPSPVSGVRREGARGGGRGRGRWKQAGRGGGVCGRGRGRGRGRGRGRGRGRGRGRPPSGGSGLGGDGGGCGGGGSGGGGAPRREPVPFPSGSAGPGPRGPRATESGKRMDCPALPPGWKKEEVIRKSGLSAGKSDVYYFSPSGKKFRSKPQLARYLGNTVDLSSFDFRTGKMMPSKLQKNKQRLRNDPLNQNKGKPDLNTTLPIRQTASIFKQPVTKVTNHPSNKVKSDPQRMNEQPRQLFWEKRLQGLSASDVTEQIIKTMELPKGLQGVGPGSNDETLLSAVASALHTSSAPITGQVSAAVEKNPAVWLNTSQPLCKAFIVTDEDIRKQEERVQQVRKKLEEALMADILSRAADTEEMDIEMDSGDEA
# An asterisk follows results filed as active; . = no result given. Some of the compounds tested; the hit share may differ from the screen's.
SMILES,GC-B act,HTRA1 inh,TCR CD3 inh,GC-A act,PRMT1 inh,SIAE inh,mABHD4 FP,rCAG RNA binder,UHRF1 binding,MBD2 DNA inh
CCOP(=O)(NC(C)C)Oc1ccc(SC)c(C)c1 (stereo not drawn),3,-1,-1,-2,5,6,-4,-3,14,1
CCN(CC)C(=O)c1ccc(NC(=O)c2ccc(-c3nn(C)c(=O)c4ccccc34)cc2)cc1,1,10,-1,1,-5,8,-1,-4,-2,-1
S=P(NCCSCc1ccccc1)(N1CC1)N1CC1,2,0,6,2,29*,-2,3,7,-4,6
COc1cccc(CN2CCN(Cc3cccc(F)c3)CC2)c1,-8,0,4,1,2,-3,14,-6,-1,-1
CCOc1cc2c(cc1OCC)-n1cccc1C(c1ccc(C)cc1C)NC2 (stereo not drawn),-11,-1,-5,-30,6,0,5,-4,2,4
Cn1ncc(Cl)c1C(=O)N1CCC2(CC1)OCCO2,2,6,-6,1,-9,-4,1,2,1,-1
CCC(C)N1CCN(C(=O)Cc2ccccc2)CC1 (stereo not drawn),4,4,-3,10,0,4,16,0,1,1
CN(CCc1ccccc1)Cc1c[nH]c2ccccc12,-16,0,1,-34,-1,-3,2,4,-1,4
C[C@H]1CN([C@@H](C)CO)C(=O)CCCn2nncc2CO[C@H]1CN(C)C(=O)Oc1ccc2ccccc2c1,0,4,3,4,-3,2,2,1,-3,-2
O=C(c1ccc2c(c1)ncn2-c1ccc(F)cc1F)N1CCC2(CC1)OCCO2,3,-1,-5,1,2,-7,-2,-2,5,1
CC(C)C(C)(NC(=O)c1cccn(Cc2ccc3c(c2)OC(F)(F)O3)c1=O)C(N)=O (stereo not drawn),3,6,-1,1,3,-1,-12,-4,9,9
O=[N+]([O-])c1ccc(N2CCCC(C(F)(F)F)C2)c2ccncc12 (stereo not drawn),-5,-4,4,-3,1,-8,5,2,-7,-7
O=C(CN1CCCC1=O)N1CCOCC1,1,-4,0,0,-1,-4,6,1,-1,-4
COCCCn1c(-c2ccc(OC)cc2)cc(C(=O)NC2CCCCCCC2)c1C,0,-16,2,4,3,5,7,-5,-2,2
CCC(=NCCC(c1ccccc1)c1ccccc1)c1c(O)[nH]c(=O)[nH]c1=O,-20,0,-1,-28,2,-10,-6,5,5,9
COc1ccc(-n2c(O)c(C=NCc3ccc4c(c3)OCO4)c(=O)[nH]c2=O)cc1,-3,-2,-8,-1,2,0,1,1,2,6
COc1ccc(OC)c(N2C(=O)NC(=O)C3(Cc4cc(C)ccc4N(C)C3)C2=O)c1 (stereo not drawn),7,-3,4,-2,-2,-5,1,16,3,-2
Cc1ccc(-c2nn(Cc3ccccc3)cc2C(=O)O)cc1,-4,1,0,4,-1,3,0,-1,1,-5
CCCCOC(=O)c1ccccc1C(=O)OCc1ccccc1,-12,-9,1,1,1,2,-2,-2,0,3
CN1C(=O)N(C)C(=O)C2(Cc3ccccc3N3CCOCC32)C1=O (stereo not drawn),5,5,0,2,-2,0,3,-1,0,5
OC(c1ccccc1)(c1ccccc1)C1CCCN1 (stereo not drawn),-10,-10,2,-8,1,3,-3,2,4,0
COC(=O)C1=C(c2cccc(C#N)c2)C[C@@H]2CC[C@H]1N2C(=O)NCc1ccco1,0,-4,-6,-2,-2,5,3,7,-1,-3
COc1ccc(-n2nnnc2C(CCSC)N2CCC3(CC2)C(=O)NCN3c2ccccc2)cc1 (stereo not drawn),-4,.,-1,-9,2,2,15,7,2,5
CCOC(=O)c1c(C)n(Cc2ccco2)c2c1cc(O)c1ccccc12,4,-2,-1,23,3,3,19,20,-3,-1
CCCCOc1ccc(C(C)=O)cc1Cc1c(O)[nH]c(=S)[nH]c1=O,2,7,2,3,4,-2,-2,0,2,3
Cc1ccc(OCC(=O)N2CCCC(N3CCN(c4ccc(F)cc4)CC3)C2)cc1 (stereo not drawn),2,-2,-4,2,2,1,1,-6,0,6
CCOC(=O)C1=C(NC(=S)NC(=O)c2ccccc2)c2ccccc2CC12CCCC2,12,-36,6,-2,-2,-10,3,1,1,0
CCCNC(=O)N1[C@H]2CC[C@@H]1C(C(=O)OC)=C(c1cc3ccccc3s1)C2,-5,1,-5,-5,-1,5,0,-7,1,6
CCc1ccc(N2C(=O)NC(=O)/C(=C\c3cccn3CCOc3ccc(C(C)C)cc3)C2=O)cc1,-3,-2,0,-5,0,-1,1,4,-3,4
N#CC(C#N)=Cc1cccnc1,1,2,-9,7,20,3,0,0,1,-3
O=c1[nH]c(=S)[nH]c(O)c1N=Nc1ccc2c(c1)OCCO2,-15,-17,1,-12,3,-14,-7,-5,-7,-8
Cc1cc(=O)oc2cc(OCC(=O)N3CCC(C(=O)O)(c4ccccc4)CC3)ccc12,-5,0,-10,-3,-1,5,-1,9,-1,5
Cc1ccc2nc(N3CCN(C)CC3)[nH]c2c1,4,3,-2,-1,0,2,7,1,2,-2
Cc1cccn2c(NCC3CCCO3)c(C(C)C)nc12 (stereo not drawn),6,-5,-3,0,-1,1,2,6,-3,2
CCN1CCN(Cc2cc(Br)cc(Br)c2O)CC1,0,3,-3,-2,6,-8,-19,0,9,11
O=c1[nH]c(=O)n(Cc2ccccc2)c(O)c1C=NCCN1CCOCC1,0,-4,4,3,3,3,2,3,-1,-1
Cc1cc(C)c(C(=O)CN2CCOCC2)c(C)c1,-2,-3,-5,3,2,-3,12,-4,0,0
O=P(Nc1ccccc1)(Nc1ccccc1)Oc1ccccc1,-16,-9,7,-27,-1,-2,-1,2,2,-3
CC1CCC[C@H](O)CCCCCc2cc(O)cc(O)c2C(=O)O1 (stereo partly drawn),2,-4,0,-5,2,0,-10,2,3,5
CC(C)CCP(=O)(O)c1ccccc1,1,1,3,2,-1,0,-18,1,0,-2
COc1cc(C=C2C(=O)NC(=O)NC2=O)ccc1OCc1ccc([N+](=O)[O-])cc1,1,-2,5,1,14,-1,2,-2,-4,1
Cc1cccc(NC(=O)N2CC3CC(C2)c2cccc(=O)n2C3)c1 (stereo not drawn),0,1,-7,1,-2,4,-5,0,0,-1
Cc1cccc(N2C(=O)CC(=O)NC2=O)c1,0,2,-3,-3,3,1,0,0,1,-1
O=c1c2ccccc2nc(Cc2cccc([N+](=O)[O-])c2)n1-c1ccc(O)cc1,-8,1,4,-3,-2,0,0,3,-2,3
CCCN(CCC)C1CCc2ccc(O)cc2C1 (stereo not drawn),2,5,6,-2,1,-5,-6,2,0,3

# Another view of 11 compounds above:
molecule	GC-B act	HTRA1 inh	TCR CD3 inh	GC-A act	PRMT1 inh	SIAE inh	mABHD4 FP	rCAG RNA binder	UHRF1 binding	MBD2 DNA inh
CCN1CCN(Cc2cc(Br)cc(Br)c2O)CC1	0	3	-3	-2	6	-8	-19	0	9	11
O=c1[nH]c(=O)n(Cc2ccccc2)c(O)c1C=NCCN1CCOCC1	0	-4	4	3	3	3	2	3	-1	-1
Cc1cc(C)c(C(=O)CN2CCOCC2)c(C)c1	-2	-3	-5	3	2	-3	12	-4	0	0
O=P(Nc1ccccc1)(Nc1ccccc1)Oc1ccccc1	-16	-9	7	-27	-1	-2	-1	2	2	-3
CC1CCC[C@H](O)CCCCCc2cc(O)cc(O)c2C(=O)O1 (stereo partly drawn)	2	-4	0	-5	2	0	-10	2	3	5
CC(C)CCP(=O)(O)c1ccccc1	1	1	3	2	-1	0	-18	1	0	-2
COc1cc(C=C2C(=O)NC(=O)NC2=O)ccc1OCc1ccc([N+](=O)[O-])cc1	1	-2	5	1	14	-1	2	-2	-4	1
Cc1cccc(NC(=O)N2CC3CC(C2)c2cccc(=O)n2C3)c1 (stereo not drawn)	0	1	-7	1	-2	4	-5	0	0	-1
Cc1cccc(N2C(=O)CC(=O)NC2=O)c1	0	2	-3	-3	3	1	0	0	1	-1
O=c1c2ccccc2nc(Cc2cccc([N+](=O)[O-])c2)n1-c1ccc(O)cc1	-8	1	4	-3	-2	0	0	3	-2	3
CCCN(CCC)C1CCc2ccc(O)cc2C1 (stereo not drawn)	2	5	6	-2	1	-5	-6	2	0	3

# Remaining list, next part.
SMILES,GC-B act,HTRA1 inh,TCR CD3 inh,GC-A act,PRMT1 inh,SIAE inh,mABHD4 FP,rCAG RNA binder,UHRF1 binding,MBD2 DNA inh
C=CCn1c(O)c(C(CC)=NCCC2=CCCCC2)c(=O)[nH]c1=O,8,6,0,10,1,-1,6,-5,0,-3
CCn1cc(C=C2C(=O)N(C)C(=O)N(C)C2=O)c2ccccc21,7,-1,0,2,7,-7,-1,4,-2,2
Cn1c(N)c(C(=O)COC(=O)Cc2ccccc2)c(=O)n(C)c1=O,-1,3,0,1,-7,-6,-10,0,2,-1
Cn1cc(C(=O)OCC(=O)Nc2ccccc2)c2ccccc21,5,-17,4,4,-2,-2,-9,1,1,2
CNCC(O)c1cc(F)c(OCc2ccccc2)c(OCc2ccccc2)c1F (stereo not drawn),-19,-13,1,-14,-3,-4,12,16,-3,0
NP(=O)(Nc1ccccc1)Nc1ccccc1,1,2,-5,2,5,-4,2,1,1,-1
CN1CCN(c2nc3ccccc3o2)CC1,-3,5,4,-2,-1,3,0,-4,-1,0
O=c1[nH]c(=O)n(Cc2ccc(F)cc2)c(O)c1C=NCCN1CCCCC1,-3,-7,-3,-1,0,1,-1,1,1,-2
COc1cc2c(c(OC)c1OC)-c1ccc(O)c(=O)cc1[C@@H](NC(C)=O)CC2,-1,3,4,0,-1,9,5,3,6,3
Nc1ncnc2c1ccn2[C@@H]1O[C@H](CO)[C@@H](O)[C@H]1O,-5,2,-2,-9,4,5,5,-1,-1,4
CC(C)(C)[C@]1(O)C[C@@H]2OC(=O)C[C@@]23C(=O)O[C@@H]2OC(=O)[C@H](O)[C@]213,6,14,2,4,-3,1,5,3,-2,-1
Cc1ccccc1-n1c(O)c(/C=N/NC(=O)c2ccncc2)c(=O)[nH]c1=O,13,3,-2,-1,2,-4,5,4,1,1
O=C1NC(=O)C2(CCN(c3ccccc3)CC2)C(=O)N1,3,1,8,4,-3,6,0,1,0,-2
CN1OC[C@@H]2CN[C@H](c3ccccc3Br)C[C@@H]21,1,-1,-5,1,0,11,4,-1,-4,-8
Cc1cc(/C=C2/C(=O)NC(=O)N(Cc3ccco3)C2=O)c(C)n1-c1ccccc1,-2,-5,0,-15,18,-13,-3,26,45*,7
O=C(COc1ccc(Cl)cc1)N1CCN(Cc2ccccc2)CC1,-4,1,1,1,-1,2,-7,-11,6,-1
CCCCn1c(N)c(C(=O)OCCOC)c2nc3ccccc3nc21,2,.,7,0,0,6,3,-1,0,-6
COC(=O)C1=C(c2ccccc2OCc2ccccc2)C[C@@H]2CC[C@H]1N2C(=O)NCCN1CCOCC1,0,-4,8,-2,-1,-1,4,-2,0,-6
O=C(O)C(O)(c1ccccc1)C1CCCCC1 (stereo not drawn),2,1,3,-5,1,-4,6,2,0,-4
